Abeta rescue = restores growth of yeast expressing A-beta42 peptide; 0.063% of 410,000 active; yeast expressing A-beta42, growth rescue, OD600, 48 h; response scale: 0% DMSO, 100% iron-clioquinol control; Potency, µM (titrated, usually from 46.1 µM), for the others: at the highest dose growth rescue, most hits filed as activators; AID 1347071; also: potency is read from the fitted curve at half-maximal effect; nearly all actives have a fitted effect of over 55% in size
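Yeast A-beta toxicity model in growth medium with pinned compounds, 48 h at 30 C; growth read as absorbance at 600 nm. Normalized to FeCl3/clioquinol equimolar mix (positive) and DMSO (negative).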
FUS yeast rescue = FUS proteinopathy suppression in yeast; 0.24% of 390,000 active; S. cerevisiae FUS-expressing, growth rescue, OD600, 24 h; Potency, µM (top dose mostly 76.6 µM), for the others: at the highest dose growth rescue (activation), actives largely listed as activators;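 also: potency is read from the fitted curve at half-maximal effect; plate controls were DMSO vehicle for no effect and reference control for full effect; nearly all actives have a fitted effect of over 55% in size; some results filed as inactive show a strong effect at the top dose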
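S. cerevisiae expressing FUS from galactose induction served as the toxicity model. Growth after 24hr at 30C, read as absorbance at 600 nm, indicates suppression of toxicity; compounds dosed at several concentrations.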
GLP-1R agonist = activates the human GLP-1 receptor | HEK293 GLP-1R CRE-luciferase, luminescence, 4-6 h; cells express a hypersensitive GLP-1R form | Potency, µM (series often up to 45.6 µM), inactives show top-dose activation, hits mostly activators | 0.007% of 380,000 active | AID 624172; also: potency is read from the fitted curve at half-maximal effect; % of control where 0% means no effect
D3 antag = blocks the human D3 dopamine receptor; P35462; D3R cells, DiscoveRx beta-arrestin luminescence, antagonist mode; stronger effect = lower value; max response, negative = inhibition, %; 2.5% of 360,000 active; AID 652054; in the data active = max response below about -50%; inconclusive = no clear call, values can overlap the other calls; also: % is scaled to controls: 0 for no effect and ±100 for the full control effect; mostly tested at two doses, the higher about 12 µM
Target sequence (P35462 whole entry, looked up): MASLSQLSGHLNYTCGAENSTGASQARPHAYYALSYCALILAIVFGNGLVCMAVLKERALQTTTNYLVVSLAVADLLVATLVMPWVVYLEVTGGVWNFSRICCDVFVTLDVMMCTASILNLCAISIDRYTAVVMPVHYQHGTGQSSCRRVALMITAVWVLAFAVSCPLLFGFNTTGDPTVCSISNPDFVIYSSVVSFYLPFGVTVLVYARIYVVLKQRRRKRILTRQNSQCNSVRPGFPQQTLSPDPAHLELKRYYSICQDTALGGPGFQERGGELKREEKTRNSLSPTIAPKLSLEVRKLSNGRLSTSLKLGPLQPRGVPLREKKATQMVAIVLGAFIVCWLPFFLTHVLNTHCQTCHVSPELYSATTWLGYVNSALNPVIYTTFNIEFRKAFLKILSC
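Cells expressing the human receptor were seeded at 1500 cells/well, incubated overnight at 37 degrees C in 5% CO2, then exposed to library compounds with dopamine controls for 90 minutes at 37 degrees C before luminescent detection.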
Akt phos inh = Akt phosphorylation inhibition; 0.32% of 360,000 active; activity change, % for hits at 50 µM; AID 651550; Neuro2A IGF-stimulated pAkt S473 HTRF, 20 min; stronger effect = lower value; in the data active = activity change below about -80%; inconclusive = mostly about -51% to -80%; also: % is scaled to controls: 0 for no effect and ±100 for the full control effect
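Neuro2A cells (4,500/well, DMEM with 0.5% FBS) were treated with compound at a single 50 µM final concentration, stimulated with 6 nM IGF for 20 min at 37 °C, and lysed. Phospho-Akt Ser473 was read by HTRF as 665/615 ratio ×10^4.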
TDP-43 yeast inh = rescues yeast growth from TDP-43 toxicity; TDP-43 expressing yeast growth rescue, BacTiter-Glo, 24 h; Potency, µM (series often up to 46.1 µM), without a hit: at the highest dose growth rescue (activation), actives largely listed as activators; 1.8% of 410,000 active; AID 652104; also: potency is read from the fitted curve at half-maximal effect; % of control where 0% means no effect; nearly all actives have a fitted effect of over 50% in size
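Readout is BacTiter-Glo luminescence of cell growth, so inhibitors register as activators. TDP-43-expressing yeast at OD600=0.02 in galactose medium, after raffinose pregrowth to mid-log, were incubated with compound for 24 hr at 30 deg C.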
aSyn yeast inh = inhibitors of alpha-synuclein toxicity in yeast; Potency, µM (highest dose often 46.1 µM), for the others: at the highest dose growth rescue (activation), actives largely listed as activators; 0.14% of 370,000 active; Yeast expressing alpha-synuclein, growth rescue, BacTiter-Glo, 24 h; AID 652106; also: potency is read from the fitted curve at half-maximal effect; % of control where 0% means no effect; nearly all actives have a fitted effect of over 65% in size
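Readout is rescue of growth in alpha-synuclein-expressing yeast, so inhibitors of toxicity appear as activators. Growth after 24 hr at 30 deg C in galactose medium is quantified by luminescence.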
GLP-1R inv ag = acts as inverse agonist at human GLP-1 receptor | HEK293 GLP-1R CRE-luciferase, luminescence, 24 h; GLP-1R form is constitutively active | Potency, µM (top dose mostly 38.3 µM), without a hit: top-dose activity change, negative = inhibition, hits mostly inhibitors | 1.6% of 410,000 active | AID 624417; also: potency is read from the fitted curve at half-maximal effect; % is scaled to controls: 0 for no effect and ±100 for the full control effect; nearly all actives have a fitted effect of over 55% in size
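Inverse agonists were sought by their lowering of basal cAMP reporter luciferase output in HEK293 cells stably carrying constitutively active human GLP-1R, after 24 h compound treatment.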
PTHR1 ag = agonists of human PTHR1 parathyroid hormone receptor; Q03431; HEK293 GP2 PTHR1 cells, GloSensor cAMP luminescence, 1 h; Potency, µM (titrated, usually from 115 µM), without a hit: at the top dose activation, usual class: activators; 0.075% of 410,000 active; AID 743266; also: potency is read from the fitted curve at half-maximal effect; nearly all actives have a fitted effect of over 55% in size; some results filed as inactive show a strong effect at the top dose; inactives centre near -15; many of its hits are not listed in these tables
Target sequence (Q03431 whole entry, looked up): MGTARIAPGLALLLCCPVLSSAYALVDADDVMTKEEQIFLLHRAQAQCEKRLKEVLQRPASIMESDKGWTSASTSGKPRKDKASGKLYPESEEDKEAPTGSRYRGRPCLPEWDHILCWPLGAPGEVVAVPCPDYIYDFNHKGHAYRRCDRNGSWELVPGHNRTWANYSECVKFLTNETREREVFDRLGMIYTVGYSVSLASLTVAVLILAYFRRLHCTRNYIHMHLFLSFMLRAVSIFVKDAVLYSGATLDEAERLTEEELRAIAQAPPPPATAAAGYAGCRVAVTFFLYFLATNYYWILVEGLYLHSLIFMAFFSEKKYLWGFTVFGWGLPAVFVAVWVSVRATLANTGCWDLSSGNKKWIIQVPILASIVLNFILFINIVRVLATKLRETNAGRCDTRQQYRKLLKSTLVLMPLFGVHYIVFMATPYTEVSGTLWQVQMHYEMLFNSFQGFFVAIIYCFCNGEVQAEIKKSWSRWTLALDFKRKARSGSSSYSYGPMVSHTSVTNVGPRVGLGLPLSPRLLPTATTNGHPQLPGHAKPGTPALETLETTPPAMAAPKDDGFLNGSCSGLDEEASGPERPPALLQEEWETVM
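HEK-293-derived GP2 cells expressing PTHR1 and a GloSensor cAMP reporter, 3,000/well, plated overnight, given luciferin plus IBMX (each 0.5 mM as added) for 1 h at 37 °C, then compound for 1 h at 37 °C. Luminescence was read after 15 min at room temperature.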
Numbers without * were called inactive; i = inactive; ? = inconclusive; / = no result given; & = joins results of further samples; [ ] = remark or other dose. Unless noted, calls follow the shape of the dose curve; as a rule, active = well fitted curve in the direction sought with a large enough effect; inconclusive = small, poorly fitted or top-dose-only effect, or another doubt; inactive = no such curve, though single readings can be large; an effect the other way counts as inactive or inconclusive. These rows are one share of the data; the hit share may differ from the screen's.

SMILES | Abeta rescue | FUS yeast rescue | GLP-1R agonist | D3 antag | Akt phos inh | TDP-43 yeast inh | aSyn yeast inh | GLP-1R inv ag | PTHR1 ag
COc1ccc(C(=O)NCc2cn3ccsc3n2)cc1OC | 6% | -4% | -2% | -15 | i | 0% | 2% | 18% | i
O=C(NCC1CCCN1S(=O)(=O)c1cccs1)c1ccc(F)cc1 (stereo unspecified) | 7% | 6% | 1% | -4 | i | 10% | 0% | 0% | -9%
S=c1nc(-c2ccccc2)n(CCN2CCOCC2)c2c1CCCC2 | -20% | ? | -1% | -23 | i | -11% | -8% | 21% | i
COc1cc2c(cc1OC)C1(NCC2)C(=O)Nc2ccccc21 (stereo unspecified) | 9% | 20% | 11% | -16 | i | 21% | 1% | 2% | -4%[57.5 µM]
CCc1nc(Nc2cc(OC)ccc2OC)c2oc3ccccc3c2n1 | 6% | -5% | 9% | 39 | i | 0% | -10% | 36% | -19%
CCCCn1nc2cc(C(=O)NCc3ccc(OC(F)(F)F)cc3)ccc2c1OC | 1% | -13% | 1% | -21 | i | 3% | -4% | ? | -27%
CN(CCO)c1ccc2c(c1)OC[C@H](Cc1ccccc1)NS2(=O)=O | 3% | -10% | -1% | 9 | i | 20% | -1% | -9% | -36%[inhibitor]
Cc1noc(C)c1C(=O)OCC(=O)c1ccc[nH]1 | 11% | 36% | 0% | 5 | i | 20% | 0% | 0% | i
Cc1ccc(NC(=O)COC(=O)CSCC(=O)Nc2cc(C)on2)c(C)c1 | -13% | 6% | -10% | 14 | i | 15% | 4% | 8% | i
CC(=O)c1ccc(NS(=O)(=O)Cc2ccc(Cl)cc2)cc1 | 30% | 18% | 5% | -11 | i | 2% | 3% | 0% | -23%[57.5 µM]
CCCCC(=O)OC1=C(C(=O)c2ccccc2)N(CCC)S(=O)(=O)c2ccccc21 | -22% | ? | / | / | / | 0% | / | 11µM* | -4%
OCCN1CCN(C(=S)Nc2ccccc2)CC1 | 2% | -8% | -2% | 11 | i | 11% | -2% | 14%[7.66 µM] | -24%
O=C1C/C(=C/NCc2ccccc2)C(=O)N1 | -12% | 1% | 7% | -13 | i | -3% | -2% | 0% | -1%
CCOC(=O)NC(=O)C(=CNc1ccc(C)cc1)C(=O)NC(=O)OCC | -9% | -38% | 15% | -13 | i | 16% | 1% | 6% | i
CNC(=S)NNC(=O)c1sc2cc(C(F)(F)F)cnc2c1-c1ccccn1 | 11% | 9% | -1% | -18 | i | -14% | 0% | 8% | -5%
COCCCNc1nnc(Cc2ccc(Cl)cc2)c(=O)[nH]1 | -21% | -2% | -2% | ? | i | -13% | -7% | ? | -19%
Cc1ccc(-c2cn3c(n2)sc2cc(C(=O)NC(C)C45CC6CC(CC(C6)C4)C5)ccc23)cc1 (stereo unspecified) | 0% | -8% | / | / | / | 7% | / | 38%[activator] | -19%
O=C(CN1N=C(C(F)(F)F)CC1(O)c1ccc([N+](=O)[O-])cc1)c1ccccc1 (stereo unspecified) | 2% | 5% | -2% | 0 | i | 16µM* | 16% | ? | i
CC(=O)N1CCc2cc(S(=O)(=O)NCC(=O)NCc3ccccc3Cl)ccc21 | 4% | -1% | 3% | 9 | i | 2% | 3% | 1% | i
COc1ccc(CN2C(=O)N(c3ccc(F)cc3)C(=O)C2CC(=O)Nc2ccccc2)cc1 (stereo unspecified) | -7% | 15% | / | / | / | -1% | / | 8% | -10%
Cc1cc(C)c2c(=O)c3c(oc2c1)C(=O)N(Cc1ccco1)C3c1ccccc1F (stereo unspecified) | -4% | -6% | / | / | / | 21% | / | 16% | i
CS(=O)(=O)N(CC(N)=O)c1ccc(F)c(Cl)c1 | 1% | / | -14% | 0 | i | -15% | 3% | 0% | -20%
Cc1ccccc1NC(=O)Cc1nnc(N)s1 | -6% | -1% | -15% | -4 | i | 9% | -1% | 2% | -31%[inhibitor]
COc1ccc(S(=O)(=O)N2CCN(Cc3ccccc3)CC2)c(C)c1 | -19% | 2% | 6% | -9 | i | 1% | -2% | ? | -27%

Looked up by structure from above (6):
SMILES | Abeta rescue | FUS yeast rescue | GLP-1R agonist | D3 antag | Akt phos inh | TDP-43 yeast inh | aSyn yeast inh | GLP-1R inv ag | PTHR1 ag
CS(=O)(=O)N(CC(N)=O)c1ccc(F)c(Cl)c1 | 1% | / | -14% | 0 | i | -15% | 3% | 0% | -20%
Cc1cc(C)c2c(=O)c3c(oc2c1)C(=O)N(Cc1ccco1)C3c1ccccc1F (stereo unspecified) | -4% | -6% | / | / | / | 21% | / | 16% | i
CCCCC(=O)OC1=C(C(=O)c2ccccc2)N(CCC)S(=O)(=O)c2ccccc21 | -22% | ? | / | / | / | 0% | / | 11µM* | -4%
CC(=O)N1CCc2cc(S(=O)(=O)NCC(=O)NCc3ccccc3Cl)ccc21 | 4% | -1% | 3% | 9 | i | 2% | 3% | 1% | i
Cc1ccccc1NC(=O)Cc1nnc(N)s1 | -6% | -1% | -15% | -4 | i | 9% | -1% | 2% | -31%[inhibitor]
COCCCNc1nnc(Cc2ccc(Cl)cc2)c(=O)[nH]1 | -21% | -2% | -2% | ? | i | -13% | -7% | ? | -19%

Following part:
SMILES | Abeta rescue | FUS yeast rescue | GLP-1R agonist | D3 antag | Akt phos inh | TDP-43 yeast inh | aSyn yeast inh | GLP-1R inv ag | PTHR1 ag
CCc1cccc(C)c1NC(=O)NC1COc2ccccc2C1 (stereo unspecified) | -7% | 9% | / | / | / | -7% | / | -13% | ?
O=C(CCCCn1c(=O)[nH]c2ccccc2c1=O)NCCC1=CCCCC1 | 9% | 21% | -6% | 12 | i | 5% | -1% | 5% | -6%[57.5 µM]
COc1cc(NC(=O)CSc2nncn2C)c(C)cc1[N+](=O)[O-] | -9% | 7% | 7% | 0 | i | -6% | 0% | 14% | i
Cc1cnc(C(=O)OCC(=O)NC2CCCCCCC2)cn1 | 0% | -1% | 5% | 3 | i | -1% | -1% | 6% | i
CSCCC(NS(=O)(=O)c1ccc2c(c1)oc(=O)n2C)C(=O)NC1CCN(Cc2ccccc2)CC1 (stereo unspecified) | 2% | 14% | 4% | -2 | i | -19% | -8% | -7% | i
O=C(CN1C(=O)CCSc2ccc(S(=O)(=O)N3CCCC3)cc21)Nc1ccccc1Cl | 6%&-30% | -9%&-6% | 1% | 11 | i | -14%&0% | 2% | 4%&3% | -5%
COc1ccc(-c2c(-c3cc(OC)cc(OC)c3)n(C)c3ccc(-c4cnc(OC)nc4)cc23)cc1 | 8% | 14% | 5% | 9 | i | 10% | -1% | -16% | -42%[inhibitor]
O=C(COC(=O)c1ccc2c(=O)n3c(nc2c1)CCC3)NC1CCS(=O)(=O)C1 (stereo unspecified) | 13% | 15% | 3% | -12 | i | -6% | -3% | 5%[0.307 µM] | -25%
COc1cc(CN2C(=O)C(Cc3ccccc3)ON=C2c2ncccc2C)cc(OC)c1 (stereo unspecified) | 0% | 22% | -8% | 10 | i | 21% | 1% | -22% | -39%[inhibitor]
COc1cc(C(C)=O)ccc1OCC(O)CN1CCN(c2ccc(C)cc2C)CC1 (stereo unspecified) | -11% | 11% | -6% | -67* | i | -11% | -8% | ? | -31%[inhibitor]
Cc1ccc(C(=O)CSc2nnc(COc3cccc(C)c3)o2)cc1 | 37% | -6% | 2% | 36 | i | ? | 16% | -28% | -10%[57.5 µM]
Cc1nn(-c2ccccc2)c(C)c1C(=O)OCC(O)=C(C#N)c1nc2ccccc2[nH]1 | 6% | ? | 8% | 24 | i | -11% | -7% | -12% | -7%
COC(=O)Cc1ccc(NC(=S)NCC(C)C)cc1 | 23% | 9% | 9% | 4 | i | 20% | -1% | 3% | -8%
CC(=O)Nc1ccc(C=NNC(=O)CCCC(=O)NN=Cc2ccc(NC(C)=O)cc2)cc1 | -2% | / | 0% | ? | i | 7% | 0% | ? | -23%
O=C(c1ccc(OC2CCN(Cc3ccccn3)CC2)cc1)N1CCCCO1 | 13% | -8% | 1% | -7 | i | -8% | 2% | 1% | i
Cc1ccc2occ(C3NC(C(=O)O)CS3)c(=O)c2c1 (stereo unspecified) | -8% | -18% | 1% | 6 | i | -7% | -15% | 4% | i
COc1cccc(C(=O)/C=C/Nc2ccc(S(=O)(=O)Nc3cnc4ccccc4n3)cc2)c1 | -7% | 15% | -8% | -8 | i | -6% | 7% | 41%[activator] | -26%
COc1cccc(NC(=O)CSc2ncc(S(=O)(=O)c3ccc(C)c(C)c3)c(=O)[nH]2)c1 | -15% | -5% | -6% | / | / | 14% | 0% | -2% | -4%
COc1ccc(C(=O)OCC(=O)Nc2cccc(C(C)=O)c2)c(OC)c1OC | -17% | 17% | 14% | -15 | i | -19% | -1% | 36%[activator] | i
COc1cccc2c1cc1c(=O)n(CC(=O)N3CCN(c4cc(Cl)ccc4C)CC3)nc(C)n12 | -2% | -7% | / | / | / | 9% | / | 11% | -1%
COCCN(CC(=O)NCc1ccc(OC)cc1)C(=O)CCC(=O)Nc1nccs1 | 15% | -12% | 10% | -18 | i | 5% | 2% | 9% | -2%
Cc1ccc(C)c2[nH]c(=O)c(CCNC(=O)Cc3cccs3)cc12 | 27% | -20% | -4% | -15 | i | 17% | -1% | 4% | i
CCC(C)[C@H]1COCCS(=O)(=O)N1Cc1ccc(C)cc1 (stereo partly specified) | -9% | 11% | 6% | -20 | i | 24% | 4% | -9% | i
